Scp1 inh – Scp-1 (human) phosphatase inhibition; Q9GZU7; Recombinant Scp1, phosphopeptide, malachite green phosphate absorbance; inhibition, % at 20 µM; actives 0.88% (n = 340,000); AID 493091;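 active means inhibition above about 50% at 20 µM, limit read from the data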;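 further: plate controls were DMSO wells with enzyme for no effect and wells lacking enzyme for full effect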
Target sequence (Q9GZU7 76-261 limits assumed): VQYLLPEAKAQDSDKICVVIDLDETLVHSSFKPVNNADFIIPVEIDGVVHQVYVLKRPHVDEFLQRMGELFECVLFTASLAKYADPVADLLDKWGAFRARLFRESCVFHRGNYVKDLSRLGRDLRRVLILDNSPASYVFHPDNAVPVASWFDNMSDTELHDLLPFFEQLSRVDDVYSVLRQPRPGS
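Assay system: SCP-1 catalytic fragment, aa 76-261 | Buffer or medium: Tris acetate buffer pH 5.5 with MgCl2 and Tween-20 | Compound: One concentration, 20 µM, with 1.0% DMSO | Also added: Phospho 17-mer peptide substrate | Signal: Absorbance at 630 nm | Incubation: 45 min enzyme reaction at room temperature | Measure: % inhibition of SCP-1 phosphate liberation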
DNMT1 inh – blocks human DNA methyltransferase DNMT1; P26358; DNMT1 molecular beacon, Hinp1I cleavage, fluorescence; inhibition (reported as % activation of signal), % at 10 µM; actives 0.83% (n = 360,000); in the data active means inhibition above about 50%
SUMO1 PPI mod – alters human SUMO1 binding to SIM partners; inhibition, % at 20 µM; SUMO1 binding to a labelled peptide, TR-FRET, 1 h; actives 0.33% (n = 360,000); P63165; in the data active means inhibition above about 37%
Target sequence (P63165 whole entry, looked up): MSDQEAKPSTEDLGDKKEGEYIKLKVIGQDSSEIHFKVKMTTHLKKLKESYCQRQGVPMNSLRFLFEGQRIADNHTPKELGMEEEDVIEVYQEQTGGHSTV
NadD block – blocks S. aureus nicotinate mononucleotide adenylyltransferase | inhibition, % at 20 µM | AID 602399 | purified NadD enzyme, colorimetric absorbance read-out | actives 0.78% (n = 360,000); in the data active means inhibition above about 26%; further: some compounds past the cut are filed as inactive
STEP block – blocks human striatal-enriched tyrosine phosphatase; inhibition, % at 20 µM; actives 0.25% (n = 360,000); P54829; recombinant STEP, OMFP fluorogenic substrate, fluorescence; AID 588621;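 active means inhibition at 20 µM, scaled per plate between control wells, above about 37%, limit read from the data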;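 further: 0% = DMSO with enzyme and substrate and 100% = substrate only without enzyme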
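Assay system: isolated STEP enzyme / Timing: 20 min at room temperature, dark / Doses: 20 µM, 1% DMSO / Technique: fluorescence intensity, excitation 480 nm, emission 540 nm / Reagent: fluorogenic phosphatase substrate OMFP at 25 µM final / Measure: percent inhibition scaled to no-enzyme and uninhibited-enzyme controls, plate-pattern corrected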
PABP1 MLLE inh – blocks PAM2 peptide binding to the PABP1 MLLE domain; GST-MLLE / FITC-PAM2 fluorescence polarization; actives 0.36% (n = 360,000); inhibition, % at 20 µM; P11940; AID 588489; in the data active means inhibition above about 35%, passing the limit was not always enough;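 further: plate controls were DMSO wells with GST-MLLE for no effect and wells lacking GST-MLLE protein for full effect; some results filed as inactive read as strong as hits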
Target sequence (P11940 whole entry, looked up, the tested form may be a part): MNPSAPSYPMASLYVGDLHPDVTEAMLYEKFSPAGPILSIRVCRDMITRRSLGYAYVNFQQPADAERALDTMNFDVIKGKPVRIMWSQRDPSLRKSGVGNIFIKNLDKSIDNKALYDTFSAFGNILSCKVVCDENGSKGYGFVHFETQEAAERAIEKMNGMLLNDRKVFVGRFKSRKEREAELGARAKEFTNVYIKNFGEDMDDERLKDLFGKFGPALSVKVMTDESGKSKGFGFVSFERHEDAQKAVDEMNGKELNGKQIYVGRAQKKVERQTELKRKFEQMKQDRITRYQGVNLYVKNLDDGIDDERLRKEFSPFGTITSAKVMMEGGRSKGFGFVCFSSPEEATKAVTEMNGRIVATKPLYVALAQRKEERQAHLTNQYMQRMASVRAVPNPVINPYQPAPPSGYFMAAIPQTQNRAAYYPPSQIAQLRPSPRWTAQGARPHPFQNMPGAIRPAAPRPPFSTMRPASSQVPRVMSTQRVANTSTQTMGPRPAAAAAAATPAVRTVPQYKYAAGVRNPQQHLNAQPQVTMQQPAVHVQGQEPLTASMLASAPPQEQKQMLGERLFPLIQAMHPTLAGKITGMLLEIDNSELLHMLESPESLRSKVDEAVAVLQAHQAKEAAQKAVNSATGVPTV
TbMetRS inhib – blocks T. brucei methionyl-tRNA synthetase activity; inhibition, % at 11.9 µM; purified T. brucei MetRS, ATP depletion, Kinase-Glo luminescence; actives 0.4% (n = 360,000);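 active means inhibition above a per-plate cutoff of the control wells' mean inhibition plus 3 SD, cut at about 5.5% in these data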;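 further: 0% = DMSO wells median and 100% = median of wells with control inhibitor compound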
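technique = Kinase-Glo luminescence, ATP depletion format | system = purified MetRS (methionyl-tRNA synthetase) enzyme from Trypanosoma brucei | timing = 15 min preincubation, 2 h reaction, all 25 °C | evaluation = percent inhibition versus plate control medians | dosing = single dose, 11.9 µM final nominal, 0.9% final DMSO | also added = substrates ATP, L-methionine and bulk Escherichia coli tRNA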
CSN deneddyl inh – blocks human CSN-mediated cullin deneddylation. actives 0.38% (n = 360,000). inhibition, % at 12.5 µM. Purified CSN, SCF-Nedd8-OG deneddylation, fluorescence polarization. Q92905;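 active means pattern-corrected inhibition above about 35%, with an unprinted fluorescence ratio check between 0.5 and 1.5, limit read from the data, passing the limit was not always enough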;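 further: 0% = enzyme with substrate and 100% = substrate without enzyme; some results filed as inactive read as strong as hits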
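Detection – fluorescence polarization · System – HEK293T-derived human Csn5 enzyme · Controls – substrate-only high control, full reaction low control · Timing – 90 min, room temperature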
LMPTP inh – blocks human LMPTP phosphatase; P24666; recombinant LMPTP-A, OMFP fluorogenic substrate, fluorescence intensity; inhibition, % at 20 µM; actives 0.22% (n = 360,000);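 active means compounds that cut the enzyme signal by at least half of the control window in the single-dose screen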;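 further: plate controls were DMSO wells with enzyme plus substrate for no effect and substrate without enzyme for full effect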
Target sequence (P24666 whole entry, looked up): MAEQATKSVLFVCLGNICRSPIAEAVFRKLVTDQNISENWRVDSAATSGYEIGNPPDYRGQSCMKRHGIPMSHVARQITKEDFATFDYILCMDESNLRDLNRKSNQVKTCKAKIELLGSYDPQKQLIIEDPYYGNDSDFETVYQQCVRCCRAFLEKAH
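test system = LMPTP-A | amount = 0.625 nM LMPTP-A final | reagent = fluorogenic phosphatase substrate OMFP at 400 µM final | incubation = 50 min at room temperature | benchmarks = no-enzyme low control, uninhibited high control | medium = Bis-Tris pH 6.0, DTT, detergent | signal = fluorescence intensity of OMFP turnover product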
Rpn11 inh – Rpn11 (human) deubiquitinase inhibition; O00487; human 26S proteasome, Ub4-pepOG fluorescence polarization; 20S core pre-blocked with epoxomicin; calls only at 20 µM; actives 0.59% (n = 360,000); AID 588493;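 active means inhibition at 20 µM, scaled to each plate's controls, above about 33%, limit read from the data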
Active calls of the source: *; i = inactive; . = not tested or not shown. Not a hit list; about 3.6% have a hit in one of these screens.

SMILES	Scp1 inh	DNMT1 inh	SUMO1 PPI mod	NadD block	STEP block	PABP1 MLLE inh	TbMetRS inhib	CSN deneddyl inh	LMPTP inh	Rpn11 inh
O=C(N/N=C/c1cccc([N+](=O)[O-])c1)c1cc(-c2ccccc2)nc2ccccc12	0.3	13.0	-4.1	5.6	1.4	16.1	0.0	-1.0	0.0	i
CCCN1C(=O)c2ccc(C(=O)Nc3cc(C)on3)cc2C1=O	1.9	3.3	-19.2	-2.7	-1.9	-3.2	-0.1	2.2	-2.2	i
Cc1cc2c(c(=O)n1Cc1ccco1)C(c1ccccc1)C(C#N)=C(N)O2 (stereo not drawn)	-0.3	-2.7	-0.1	-2.1	-1.1	2.9	1.6	10.3	0.9	i
COc1ccccc1CNC(=O)C[n+]1ccccc1	-10.3	-1.6	-1.1	-4.0	-1.3	4.0	-1.0	-2.5	-1.4	i
COC(=O)Nc1nc(-c2ccc(F)cc2)c(C)s1	3.8	4.2	0.3	-4.0	2.1	-6.6	-1.7	-7.9	-0.1	i
CCN(c1ccccc1)S(=O)(=O)c1ccc(Cl)c(NC(=O)CN(C)Cc2cccc(F)c2)c1	-2.4	3.0	2.3	15.4	0.8	-3.2	-0.1	-3.5	3.3	i
COc1ccc(S(=O)(=O)NCc2ccc3c(c2)OCO3)cc1C(=O)O	5.2	-0.6	-4.8	-3.8	-0.9	4.3	0.8	-1.2	0.4	i
CC(C)(C)OC(=O)NCCCC[C@H](NC(=O)c1nc[nH]c1C(=O)N1CCc2ccccc2C1)C(=O)OC(C)(C)C	-3.5	-6.1	6.2	12.4	-1.6	-5.9	0.1	-0.1	2.0	i
CCc1ccccc1N=C1SCC(=O)N1C	-7.2	1.9	-2.0	2.7	-5.2	9.8	0.5	-2.2	-1.2	i
C[C@H]1CN([C@@H](C)CO)C(=O)CCCn2nncc2CO[C@H]1CN(C)S(=O)(=O)c1ccc(-n2cccn2)cc1	.	-2.1	4.8	-1.6	-1.4	8.6	0.7	-1.0	-2.0	i
O=C(NCCc1nc2ccccc2[nH]1)c1ccc(Cl)c([N+](=O)[O-])c1	-1.2	0.2	-16.2	-0.1	1.0	-6.8	94.3*	-0.7	0.8	i
Nc1nc(C2CCCCC2)cs1	2.3	-4.5	0.8	-2.8	1.6	-10.6	-0.5	0.1	-0.1	i
CNc1c2cccc(C)c2nc2c(C(=O)NCCN(C)C)cccc12	-7.6	-198.2	-184.3	-4.4	1.0	125.8	-0.3	-42.7	-0.1	i
COC(=O)c1cc2sc(Cl)cc2n1CC(=O)N1CCCc2ccccc21	-14.9	0.8	2.9	2.6	2.1	12.8	-0.1	-4.8	0.3	i
CCOc1cc(/C=N/n2cnnc2)ccc1OS(=O)(=O)c1ccc(C)cc1	31.9	-0.3	2.5	2.8	-0.2	8.8	-0.6	4.5	0.0	i
CC(C)c1ccc(NC(=O)c2cnn(-c3ccccc3)c2NC(=O)c2ccco2)cc1	-7.0	-5.2	2.6	-1.0	3.7	4.1	-0.9	-0.3	1.6	i
COc1ccccc1C=C1SC(=S)NC1=O	47.2	5.2	-2.1	7.7	2.0	2.2	-0.5	6.2	1.4	i
CN1CCN(C(=O)c2ccc(CSc3nc4ccncc4n3Cc3ccc(F)cc3)cc2)CC1	-6.5	-1.3	1.2	3.8	-0.9	6.3	-0.4	6.1	1.2	i
Cc1c(Cc2ccccc2)c(=O)oc2cc(OCC(=O)N3CCC(C(=O)O)CC3)ccc12	9.5	3.6	6.5	2.9	-2.1	-14.2	0.1	2.7	-2.0	i
CC(C)(C)c1ccc(C(=O)N2CCC2(C)C(=O)NCc2cccs2)cc1 (stereo not drawn)	.	2.3	-2.8	-6.9	-1.0	-8.8	-0.1	0.0	-1.2	i

With a hit mark in TbMetRS inhib, of those listed so far:
SMILES	Scp1 inh	DNMT1 inh	SUMO1 PPI mod	NadD block	STEP block	PABP1 MLLE inh	TbMetRS inhib	CSN deneddyl inh	LMPTP inh	Rpn11 inh
O=C(NCCc1nc2ccccc2[nH]1)c1ccc(Cl)c([N+](=O)[O-])c1	-1.2	0.2	-16.2	-0.1	1.0	-6.8	94.3*	-0.7	0.8	i

(continued)
SMILES	Scp1 inh	DNMT1 inh	SUMO1 PPI mod	NadD block	STEP block	PABP1 MLLE inh	TbMetRS inhib	CSN deneddyl inh	LMPTP inh	Rpn11 inh
CN(CC(=O)Nc1c(Cl)cccc1Cl)C(=O)CNC(=O)c1sc2ccccc2c1Cl	-2.2	17.3	1.6	2.4	-2.1	-7.6	-0.1	3.2	1.8	i
O=C(O)COCC(=O)N1CCN(c2cc(C(F)(F)F)nc3ccccc23)CC1	-6.8	2.5	-4.1	-3.2	-0.6	-8.6	-0.7	1.8	-1.7	i
COc1ccc(NC(=O)CSc2nn3c(=O)c(C)nnc3s2)cc1	-8.3	3.5	-7.7	-6.7	0.1	18.6	-0.6	-1.0	-0.1	i
CCCC12CN3CC(C)(CN(C1)C31CCCCC1)C2=O	14.1	1.5	2.2	3.2	0.8	-6.5	-0.1	-5.6	-3.5	i
C[C@@H](NC(=O)Cn1cnc2c(NCc3ccccc3)ncnc21)c1cccc2ccccc12	3.9	-3.7	2.2	8.9	1.1	5.0	-0.3	-1.0	1.7	i
CCCCCNC(=O)C(c1ccnc2ccccc12)n1c(=O)c(-c2cc3ccccc3[nH]2)nc2ccccc21 (stereo not drawn)	.	.	5.5	.	.	.	-0.7	6.9	3.5	.
CCCn1c(Cc2ccccc2)nnc1SCC(=O)N1CCOCC1	-2.3	0.2	-0.2	-5.1	-2.3	-7.3	-0.4	-5.7	-1.0	i
C=CCNC(=O)c1ccccc1NC(=O)C1COc2ccccc2O1 (stereo not drawn)	-6.7	0.7	1.4	-2.4	-0.1	20.4	0.5	2.6	-1.1	i
CC(C)NC(=O)C1(C)CN(S(C)(=O)=O)CC(=O)N1CCCN1CCOCC1 (stereo not drawn)	.	.	3.3	.	.	.	0.4	0.1	-7.0	.
Cc1ccc(/C=C/c2ccc(=O)n(Cc3ccc(Cl)cc3Cl)n2)cc1	3.9	-8.3	37.2	-1.6	2.1	-9.6	-1.6	-1.3	8.9	i
O=C(NCc1ccccc1)c1cc(C2CCCN(C(=O)C3CC3)C2)on1 (stereo not drawn)	.	6.0	-2.8	4.0	-2.1	1.8	-0.2	4.0	-0.3	i
COc1ccc2c(c1)OC[C@H]1[C@H]2N2C(=O)c3cc(F)ccc3NC(=O)[C@@]2(C)[C@H]1c1ccccc1	-4.4	-4.5	-2.5	4.8	0.3	4.4	0.0	-6.4	3.2	i
O=S(=O)(c1ccc2ccccc2c1)N1CCc2ccccc21	-12.3	3.1	6.2	-4.2	0.4	-5.8	0.1	0.0	4.1	i
CN(C)C(=O)c1ccc(-c2cc(C(F)(F)F)nn2C)s1	-10.8	1.1	-3.8	-2.5	-3.1	11.6	0.1	0.9	-0.6	i
O=C(CC1C(=O)NCCN1CC1CCCCC1)NCc1ccccc1Cl (stereo not drawn)	-6.5	-4.8	-2.2	1.9	-0.8	-5.0	-0.9	2.0	-2.0	i
O=C(Oc1ccccc1)c1cccc(N2C(=O)CCC2=O)c1	-10.7	2.3	-0.4	4.1	-0.3	0.3	0.1	1.1	-0.3	i
O=C(Nc1ccccc1)c1cccc(Cn2cc(C(F)(F)F)ccc2=O)c1	-3.3	2.9	-4.7	-9.0	0.2	8.4	-0.3	-0.1	-1.5	i
Cc1ccc(S(=O)(=O)NCC(c2ccccc2)N2CCN(c3ccc(F)cc3)CC2)cc1 (stereo not drawn)	-2.3	-0.1	6.8	2.3	-0.5	-16.3	0.2	-4.9	1.6	i
O=C(CSc1nnc(Cc2ccccc2)o1)NC1CC2CCC1C2 (stereo not drawn)	-3.1	0.3	-0.4	2.9	0.3	-4.4	-0.4	-2.4	0.5	i
Cc1cccc2sc(NS(=O)(=O)c3ccccc3)nc12	-7.6	2.2	4.3	-1.7	2.1	-0.7	0.0	-2.4	-0.2	i
C=CCc1ccc(OCCCNCc2ccccc2)c(OC)c1	-0.6	3.8	-5.7	-3.3	0.8	10.9	-0.7	4.3	-0.4	i
Cc1ccc(C)c(NC(=O)COC(=O)c2cccc3c2C(=O)c2ccccc2C3=O)c1	-10.1	-9.4	-10.4	5.7	0.9	14.2	0.2	-7.4	3.6	i
O=C(O)/C=C\C(=O)Nc1ccc(N2CCN(c3ccc(Cl)c(Cl)c3)CC2)cc1	10.7	6.7	6.9	9.2	11.9	9.3	-0.5	-0.2	4.8	i
CN1CCN(c2ccc(Cl)cc2NC(=O)c2ccc(S(=O)(=O)N3CCCCCC3)cc2)CC1	-2.2	-8.3	1.7	-2.9	1.8	-18.4	0.1	-0.6	1.3	i
N#Cc1ccc(OCC(=O)N/N=C(\CCC(=O)O)c2cccs2)cc1	-14.4	-1.8	-1.4	-5.2	-1.9	12.8	-0.7	7.0	-1.5	i
O=C(Cn1nnc(-c2ccccc2NC(=O)c2ccco2)n1)NC1CCCCC1	-6.8	42.9	-0.3	-4.9	-9.8	-4.8	-0.6	4.0	-0.1	i
CCOC(=O)C1=NNC2(CC(=O)N(c3cc(C)cc(C)c3)C2=O)C1 (stereo not drawn)	-2.6	0.7	-0.8	-4.0	-0.5	-0.3	-0.8	1.0	-0.9	i
Cc1ccc(C(=O)N/C(=C/c2ccccc2)C(=O)NCC2CCCO2)cc1 (stereo not drawn)	2.9	1.2	0.1	1.2	1.1	-1.2	-0.3	-9.8	-0.1	i
OCCN1CCN(CCOc2ccccc2-c2ccccc2)CC1	0.0	2.6	-2.8	-1.0	-1.8	-0.3	-0.9	-0.5	-0.5	i
CCc1nc2c(OCc3cccc(Cl)c3)cccn2c1N(C)C(=O)c1ccco1	.	-6.5	5.1	5.3	3.6	15.4	-0.1	0.1	0.1	i

3 compounds out of the list, sorted by length of the SMILES, ascending.
SMILES	Scp1 inh	DNMT1 inh	SUMO1 PPI mod	NadD block	STEP block	PABP1 MLLE inh	TbMetRS inhib	CSN deneddyl inh	LMPTP inh	Rpn11 inh
N#Cc1ccc(OCC(=O)N/N=C(\CCC(=O)O)c2cccs2)cc1	-14.4	-1.8	-1.4	-5.2	-1.9	12.8	-0.7	7.0	-1.5	i
Cc1ccc(C(=O)N/C(=C/c2ccccc2)C(=O)NCC2CCCO2)cc1 (stereo not drawn)	2.9	1.2	0.1	1.2	1.1	-1.2	-0.3	-9.8	-0.1	i
CCc1nc2c(OCc3cccc(Cl)c3)cccn2c1N(C)C(=O)c1ccco1	.	-6.5	5.1	5.3	3.6	15.4	-0.1	0.1	0.1	i

Source: PubChem BioAssay
